SENP8 block-1 = inhibitors of human SENP8 protease | purified SENP8, Z-RLRGG-aminoluciferin cleavage, luminescence | hit rate 1.2% among 330,000 | Q96LD8 | AID 2540 | inhibition, % at 10 µM; in the data active = inhibition above about 50%
SENP8 block-2 = SENP8 (human) protease inhibition; recombinant SENP8, Nedd8 substrate fluorescence; inhibition, % at 20 µM; hit rate 0.64% among 360,000; AID 602440; in the data active = inhibition mostly above about 40%, no sharp cut-off; inactive = mostly below about 27%
SENP6 block = inhibitors of human SENP6 protease. Recombinant SENP6 catalytic domain, aminoluciferin luminescence. inhibition, % at 10 µM. hit rate 1.8% among 330,000;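 active = inhibition above about 50% at the single tested dose, limit read from the data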;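 note: plate controls were DMSO wells with enzyme for no effect and DMSO wells lacking enzyme for full effect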
Target sequence (Q9GZR1 628-1112 limits assumed): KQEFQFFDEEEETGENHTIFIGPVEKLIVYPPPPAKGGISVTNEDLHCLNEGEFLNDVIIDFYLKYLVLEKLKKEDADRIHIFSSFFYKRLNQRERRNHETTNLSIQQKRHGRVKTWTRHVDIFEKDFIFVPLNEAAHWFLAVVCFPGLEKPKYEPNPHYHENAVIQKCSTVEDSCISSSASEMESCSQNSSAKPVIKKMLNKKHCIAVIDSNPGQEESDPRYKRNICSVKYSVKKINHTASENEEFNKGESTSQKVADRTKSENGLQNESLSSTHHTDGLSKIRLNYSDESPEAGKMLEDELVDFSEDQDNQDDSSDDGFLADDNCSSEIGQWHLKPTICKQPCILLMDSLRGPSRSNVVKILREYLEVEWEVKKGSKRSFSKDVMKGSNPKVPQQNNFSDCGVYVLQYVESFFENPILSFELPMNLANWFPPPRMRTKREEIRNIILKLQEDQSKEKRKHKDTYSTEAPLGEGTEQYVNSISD
SENP7 inh = blocks the human protease SENP7 | Q9BQF6 | recombinant SENP7, Z-RLRGG-aminoluciferin luminescence, 40 min | hit rate 1.5% among 330,000 | AID 434973 | inhibition, % at 5 µM;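 active = inhibition above about 50% at the single test dose, limit read from the data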;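 note: plate controls were DMSO with enzyme for no effect and no enzyme buffer wells for full effect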
Target sequence (Q9BQF6 706-1050 limits assumed): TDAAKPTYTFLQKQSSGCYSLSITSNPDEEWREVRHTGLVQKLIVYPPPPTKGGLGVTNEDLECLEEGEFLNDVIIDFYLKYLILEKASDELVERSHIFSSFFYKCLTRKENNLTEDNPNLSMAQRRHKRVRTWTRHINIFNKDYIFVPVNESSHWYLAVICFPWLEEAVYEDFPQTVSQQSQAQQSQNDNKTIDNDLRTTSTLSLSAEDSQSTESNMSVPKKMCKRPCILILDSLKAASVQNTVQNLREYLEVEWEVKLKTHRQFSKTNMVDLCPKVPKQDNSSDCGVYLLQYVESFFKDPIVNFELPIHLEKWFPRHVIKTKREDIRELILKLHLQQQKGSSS
Apaf1 inhib = blocks human Apaf-1 apoptosome activity; reconstituted apoptosome caspase-3 activity, DEVD-Rh110 fluorescence; inhibition, % at 20 µM; hit rate 0.71% among 330,000; active = inhibition of at least 40% at 20 µM;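 note: plate controls were DMSO wells for no effect and DEVD-CHO caspase inhibitor wells for full effect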
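Material: biochemical Apaf-1 apoptosome reconstitution. Medium: Hepes buffer, pH 7.5. Also added: cytochrome c activation, bis-DEVD rhodamine 110 substrate. Timing: 30 min compound preincubation, 50 min activation, room temperature. Measured by: rhodamine 110 fluorescence at Ex 480/Em 540 nm.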
NALP3 yeast inh = blocks the NALP3 inflammasome reconstituted in yeast; Yeast reconstituted NLRP3/ASC/caspase-1, beta-gal luminescence, 24 h; inhibition, % at 10 µM; hit rate 0.39% among 330,000;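 active = inhibition of 50% or more; inactive = inhibition below 50%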;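 note: plate controls were induced DMSO wells for no effect and uninduced yeast grown without galactose for full effect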
SENP1 inh = blocks the human SENP1 SUMO protease catalytic domain. AID 624204. Q9P0U3. hit rate 0.21% among 360,000. recombinant SENP1 catalytic domain, CyPet-SUMO1-YPet FRET cleavage. inhibition, % at 10 µM;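 active = inhibition at least 30% at 10 µM, raw YFP signal under a set limit, fluorescence ratio 0.5 to 1.5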;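 note: 0% = enzyme with DMSO and 100% = no enzyme wells; some results filed as inactive read as strong as hits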
Target sequence (Q9P0U3 419-644 limits assumed): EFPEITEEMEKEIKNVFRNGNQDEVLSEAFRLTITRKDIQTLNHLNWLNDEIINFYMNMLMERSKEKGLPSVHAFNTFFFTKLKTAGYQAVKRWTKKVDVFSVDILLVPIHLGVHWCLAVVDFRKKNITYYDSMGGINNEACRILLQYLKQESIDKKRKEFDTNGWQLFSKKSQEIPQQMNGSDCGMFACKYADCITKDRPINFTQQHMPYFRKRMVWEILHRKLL
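Test system: human SENP1 catalytic domain; medium: Tris pH 8 buffer plus EDTA, NaCl, BME, BSA, NP40, catalase; incubation: 50 min reaction at room temperature; technique: FRET, CFP and YFP emission; controls: no-enzyme low control and enzyme-plus-DMSO high control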
PfG6PD inh = PfG6PD (Plasmodium falciparum) enzyme inhibition; inhibition, % at 20 µM; AID 504690; hit rate 0.78% among 350,000; PfGluPho enzyme, NADPH resazurin-diaphorase fluorescence;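 active = inhibition reaching at least a set limit at 20 µM in the primary screen, cut at about 59% in these data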;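 note: 0% = DMSO wells with substrate and 100% = DMSO wells lacking glucose-6-phosphate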
HKDC1 inh = HKDC1 (human) hexokinase inhibition; Q2TB90; recombinant HKDC1, G6PDH/diaphorase resazurin coupled fluorescence; inhibition, % at 20 µM; hit rate 0.16% among 340,000; AID 493160;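 active = inhibition above about 35% when tested at 20 µM, limit read from the data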;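 note: plate controls were DMSO wells with enzyme for no effect and DMSO wells lacking enzyme for full effect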
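Assay system – recombinant HKDC1 (HK5) hexokinase enzyme, produced in-house · Input – HKDC1 at 5 µg/mL · Reagent – glucose plus 1 mM ATP as hexokinase substrates · Timing – 90 min reaction incubation at room temperature, dark · Measured by – G6PDH/diaphorase-coupled fluorescence, 1 mM NADP, 100 µM resazurin, 525/613 nm · Benchmarks – DMSO-enzyme wells negative, buffer-substituted wells positive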
* hit, by the source's call; x = no result given.

SMILES | SENP8 block-1 | SENP8 block-2 | SENP6 block | SENP7 inh | Apaf1 inhib | NALP3 yeast inh | SENP1 inh | PfG6PD inh | HKDC1 inh
Cc1occc1-c1nnc(SCC(=O)Nc2ccc(F)cc2)n1Cc1ccccc1 | 1 | 21 | -3 | 5 | 22 | 5 | 3 | 15 | 2
Cn1nnnc1SCCNCC#Cc1ccccc1 | 0 | 8 | 10 | 8 | -5 | 14 | 0 | -4 | -10
c1c[nH]c(CN2CCN(Cc3ncc[nH]3)CC2)n1 | x | 14 | x | x | x | x | 3 | 4 | -9
COc1ccccc1N1CCN(c2ccc([N+](=O)[O-])cc2Cl)CC1 | -5 | 22 | -14 | -7 | 15 | 9 | 2 | 4 | -2
CC(C)n1nnc2c(=O)oc3ccccc3c21 | -3 | 0 | -4 | -3 | 6 | -4 | 1 | 1 | -5
CSCC[C@H](NC(=O)OC(C)(C)C)C(=O)N/N=C/c1cccc2cccnc12 | -6 | 0 | -30 | 0 | 21 | 6 | 2 | -15 | -5
Cc1cc(S(=O)(=O)Nc2nc(CN3CCOCC3)nc3sc4c(c23)CCCC4)ccc1F | -1 | -218 | -13 | 5 | 10 | 16 | -8 | 1 | 5
Cc1ccc(NC(=O)[C@H](C)NC(=O)C2CCN(C(=O)[C@H](CC(C)C)NC(=O)OC(C)(C)C)CC2)cc1 | -6 | 13 | -21 | -2 | 0 | 23 | 0 | -14 | -1
COc1ccc(CCNC(=O)c2cc(S(=O)(=O)N3CCCCCC3)ccc2OC)cc1OC | 3 | 0 | -9 | -2 | 1 | 5 | 0 | -2 | -6
CC(CN1CCC(n2nccc2NC(=O)c2ccccc2Cl)CC1)c1ccccc1 (stereo not given) | 8 | 2 | -2 | 0 | 5 | 9 | -9 | 2 | -9
NC(=O)CC[C@@H]1NC(=O)[C@H](Cc2ccc(O)cc2)NC(=O)c2cc([N+](=O)[O-])cc(F)c2OCC[C@@H](C(N)=O)NC1=O | -9 | 20 | -16 | 5 | 7 | 14 | 2 | 0 | -2
COc1cc(OC)cc(-c2nc(-c3ccccc3)no2)c1 | -4 | -10 | 48 | 28 | 10 | 20 | 2 | 4 | 2
COc1ccc2cc3cc(C(=O)N4CCCCC4C)oc3nc2c1 (stereo not given) | 52* | -410 | 64* | 67* | -2 | 9 | 2 | -1 | 13
CCOC(=O)N1CCN(C(=O)CSc2ccc(-c3ccc(OC)cc3)nn2)CC1 | 3 | 7 | -2 | -12 | -8 | 3 | -1 | 4 | -2
Nc1c([N+](=O)[O-])c(=O)oc2ccccc12 | 1 | 17 | -4 | 0 | -7 | 9 | 2 | -5 | -5
Cc1ccc(C(=O)NCC(c2cccs2)N(C)C)cc1S(=O)(=O)N1CCOCC1 (stereo not given) | -6 | -6 | -15 | -9 | 16 | 18 | -20 | -6 | -4
O=[N+]([O-])c1ccc(NN=CCCc2ccccc2)nc1 | x | 32 | x | x | x | x | -8 | 2 | -2
COc1ccc(NC(=O)NCCCN2CCC(Cc3ccccc3)CC2)cc1 | -8 | 18 | 9 | -6 | -3 | -6 | 0 | 0 | -3
O=C(COC(=O)CCc1nc2ccccc2c(=O)[nH]1)Nc1ccccc1OC(F)F | 6 | -19 | -6 | 6 | -4 | 16 | -7 | -1 | -7
C/C(=N\O)C(C)(C)Nc1ccc(F)cc1 | -14 | 37 | -11 | -13 | -2 | -6 | 0 | 0 | -5

9 entries from above, as a markdown table.
| SMILES | SENP8 block-1 | SENP8 block-2 | SENP6 block | SENP7 inh | Apaf1 inhib | NALP3 yeast inh | SENP1 inh | PfG6PD inh | HKDC1 inh |
| --- | --- | --- | --- | --- | --- | --- | --- | --- | --- |
| COc1cc(OC)cc(-c2nc(-c3ccccc3)no2)c1 | -4 | -10 | 48 | 28 | 10 | 20 | 2 | 4 | 2 |
| COc1ccc2cc3cc(C(=O)N4CCCCC4C)oc3nc2c1 (stereo not given) | 52* | -410 | 64* | 67* | -2 | 9 | 2 | -1 | 13 |
| CCOC(=O)N1CCN(C(=O)CSc2ccc(-c3ccc(OC)cc3)nn2)CC1 | 3 | 7 | -2 | -12 | -8 | 3 | -1 | 4 | -2 |
| Nc1c([N+](=O)[O-])c(=O)oc2ccccc12 | 1 | 17 | -4 | 0 | -7 | 9 | 2 | -5 | -5 |
| Cc1ccc(C(=O)NCC(c2cccs2)N(C)C)cc1S(=O)(=O)N1CCOCC1 (stereo not given) | -6 | -6 | -15 | -9 | 16 | 18 | -20 | -6 | -4 |
| O=[N+]([O-])c1ccc(NN=CCCc2ccccc2)nc1 | x | 32 | x | x | x | x | -8 | 2 | -2 |
| COc1ccc(NC(=O)NCCCN2CCC(Cc3ccccc3)CC2)cc1 | -8 | 18 | 9 | -6 | -3 | -6 | 0 | 0 | -3 |
| O=C(COC(=O)CCc1nc2ccccc2c(=O)[nH]1)Nc1ccccc1OC(F)F | 6 | -19 | -6 | 6 | -4 | 16 | -7 | -1 | -7 |
| C/C(=N\O)C(C)(C)Nc1ccc(F)cc1 | -14 | 37 | -11 | -13 | -2 | -6 | 0 | 0 | -5 |

Going on with the list.
SMILES | SENP8 block-1 | SENP8 block-2 | SENP6 block | SENP7 inh | Apaf1 inhib | NALP3 yeast inh | SENP1 inh | PfG6PD inh | HKDC1 inh
Cc1cc(C)n(S(=O)(=O)c2ccccc2[N+](=O)[O-])n1 | -3 | 14 | 2 | 2 | -4 | 12 | 2 | -5 | -5
Cc1ccc(NC(=O)CNc2cccc(S(=O)(=O)N3CCOCC3)c2)cc1F | -8 | -22 | -3 | -5 | 11 | 3 | 3 | 5 | 1
Cc1nn(-c2ccccc2)c(Cl)c1C(=O)Nc1c(C)n(C)n(-c2ccccc2)c1=O | 6 | 15 | 1 | 3 | -13 | -25 | 0 | 7 | -6
CCOc1ccc(/C=C/C(O)=C2/C(=O)NC3(C)CC2c2ccccc2O3)cc1OC (stereo not given) | 7 | -426 | -3 | 9 | -12 | 5 | -50 | -15 | 3
C=CCn1c(SCC(=O)N2CCN(CCO)CC2)nc2sc3c(c2c1=O)CCC3 | 3 | 10 | 12 | -1 | -1 | 15 | -1 | -3 | 2
COCCNC(=O)c1ccccc1NC(=O)c1ccccc1SC | 1 | 15 | -4 | 1 | 7 | 3 | 2 | 5 | -5
COC(=O)C1(Cc2cc(-c3ccc(OC)cc3OC)no2)CCN(C(=O)OC(C)(C)C)CC1 | -9 | 6 | -10 | -8 | 21 | 1 | 0 | 8 | -1
CCOCCc1nnc(NC(=O)c2cc(OC)c(OC)c(OC)c2)s1 | 0 | 10 | -8 | -4 | -2 | 11 | 1 | -15 | -4
O=C(CSc1ncccn1)NCc1ccc(Cl)cc1 | -7 | 28 | -12 | -5 | 8 | -9 | 2 | -11 | 3
CCC(Oc1ccccc1)C(=O)Nc1ccc(S(=O)(=O)Nc2ncccn2)cc1 (stereo not given) | 0 | 3 | 5 | 10 | 0 | -2 | 2 | -40 | 4
COc1ccc(N2CC(=O)N(c3ccccc3)C2=S)cc1 | 13 | 19 | -6 | 4 | 13 | 9 | 2 | 8 | -5
COc1ccc(CCNC(=O)CN2CCC(C(N)=O)CC2)cc1 | -1 | 20 | -8 | 3 | 0 | 10 | 1 | -22 | -3
NC(=O)c1coc(-c2ccccc2)n1 | 6 | 3 | 15 | 3 | -2 | -3 | -4 | -23 | 4
O=C(NC(=S)N1CCN(c2ccccn2)CC1)c1ccco1 | -8 | 8 | -4 | -15 | -1 | 12 | 1 | -11 | -10
O=[N+]([O-])c1cc([N+](=O)[O-])c2cc3ccccc3nc2c1 | 7 | 28 | -1 | 7 | 25 | 4 | 2 | 12 | 31
N#CC(CCc1ccc([N+](=O)[O-])cc1)(CCc1ccc([N+](=O)[O-])cc1)C(N)=O | x | -1 | x | x | x | x | -11 | 32 | 9
Cc1ccc2oc(=O)c3cnn(CC(=O)N4CCN(c5ccccn5)CC4)c3c2c1 | 2 | -4 | -6 | 4 | -7 | -25 | 0 | 9 | 0
CCC1=Nc2cc(C(=O)NCc3ccco3)ccc2Sc2ccc(C)cc21 | x | 15 | x | x | x | x | -3 | 18 | 17
CCc1nc(Cl)c(C#N)c2c1CSC(C)(C)C2 | 5 | 0 | 0 | 7 | 3 | -17 | 1 | -7 | 5
Cc1cc(=O)oc2cc(Oc3ccc([N+](=O)[O-])cc3C(F)(F)F)ccc12 | 3 | 24 | 2 | 6 | 10 | 17 | -1 | 26 | 4
CCCCNC(=O)NNC(=O)c1ccco1 | 3 | 5 | -17 | 6 | -11 | 6 | 1 | -1 | -6
Cc1ccc(NC(=O)c2ccc(CSc3nnc(-c4ccncc4)n3C)cc2)cc1 | 0 | 24 | -11 | 0 | -10 | -13 | 0 | 6 | -4
CCOC(=O)C1=C(NC(=O)c2ccc(Br)o2)Nc2ccccc2N=C1 | 2 | 21 | -6 | 1 | -9 | 5 | -2 | -6 | -5
O=C(CSc1nc2ccccc2c(=O)n1CCC(=O)N1CCN(c2ccccc2)CC1)NCC1CCCO1 (stereo not given) | -10 | 6 | 6 | -3 | -1 | 8 | 0 | -7 | -1
Cc1csc(C(=O)O)c1NC(=O)c1ccc(F)cc1 | 9 | 20 | -6 | 0 | -1 | 6 | 1 | -16 | -4
Cc1c(NC(=O)C(C)OC(=O)c2ccc([N+](=O)[O-])cc2Cl)c(=O)n(-c2ccccc2)n1C (stereo not given) | x | 16 | x | x | x | x | 2 | -17 | 1
Cc1cccc(-c2noc(CN(C(=O)CCc3ccccc3)C(C)C)n2)c1 | -13 | 2 | -15 | -8 | 21 | 3 | -1 | 5 | -1
CC(=O)NCC1CCCN(c2nc3nonc3nc2N(C)Cc2ccccc2)C1 (stereo not given) | -1 | 1 | -1 | 10 | -1 | 6 | 1 | 0 | 1
CC(=O)Oc1cccc(N2C(=O)c3cccc4c([N+](=O)[O-])ccc(c34)C2=O)c1 | 0 | -305 | 9 | 11 | 12 | -4 | -23 | 27 | 5
COc1ccc(S(=O)(=O)NCCc2nnc3ccc(SCC(=O)Nc4nc(C)cs4)nn23)cc1 | -6 | 6 | -12 | -6 | 4 | -5 | 1 | 0 | -9
CC1(C)Oc2ccc(C(=O)N3CCOCC3)cc2N(CC(=O)N2CCOCC2)C1=O | -4 | 27 | -3 | 4 | -8 | 3 | 2 | 7 | -1
CCN(CC(=O)NC(C)(C)C)C(=O)COc1c(Cl)cc(Cl)c2ccc(C)nc12 | -5 | -42 | -16 | -4 | 3 | -18 | 3 | 3 | 2
CCOC(=O)c1c(NC(=O)c2cccs2)sc(C(=O)N(C)C)c1C | 2 | -476 | 6 | 3 | -12 | 28 | -1 | 36 | -4

Source: PubChem (Sanford-Burnham Center for Chemical Genomics)

An unsorted share of the library (roughly 4.1% active in at least one column).
